mcGAS RapidFire = inhibitors of mouse cGAS; Q8C6L5; recombinant mouse cGAS, cGAMP by RapidFire MS; inhibition, % at 12.5 µM; actives 0.18% (n = 130,000); AID 1259397;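 active = inhibition of cGAS enzyme activity at or above 60%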;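 also: enzyme stimulated by 45 bp dsDNA with ATP and GTP substrates; cGAMP share of summed cGAMP plus half ATP and half GTP signals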
Target sequence (Q8C6L5 whole entry, looked up): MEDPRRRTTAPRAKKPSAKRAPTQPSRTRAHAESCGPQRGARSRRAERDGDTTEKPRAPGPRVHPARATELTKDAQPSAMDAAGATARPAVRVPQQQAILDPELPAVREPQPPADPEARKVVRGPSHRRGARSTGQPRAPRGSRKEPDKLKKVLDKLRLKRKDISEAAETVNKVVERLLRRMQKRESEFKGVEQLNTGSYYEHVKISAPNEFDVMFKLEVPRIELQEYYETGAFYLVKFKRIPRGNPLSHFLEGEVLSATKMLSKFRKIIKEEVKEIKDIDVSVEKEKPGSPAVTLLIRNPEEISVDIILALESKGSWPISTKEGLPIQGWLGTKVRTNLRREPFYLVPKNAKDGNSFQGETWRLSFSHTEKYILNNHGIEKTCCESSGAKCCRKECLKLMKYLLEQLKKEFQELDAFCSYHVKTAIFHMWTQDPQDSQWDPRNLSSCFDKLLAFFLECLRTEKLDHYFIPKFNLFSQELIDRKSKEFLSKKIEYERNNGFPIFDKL
* hit, by the source's call. These rows are one share of the data (hit frequency here may not be typical).

SMILES	mcGAS RapidFire
Cc1cccc2nc(CN3CCN(C(=O)C4CC4)CC3)cc(=O)n12	-1.2
CN1CCN(c2nc3c(c(=O)[nH]c(=O)n3C)n2CCCc2ccccc2)CC1	7.5
COCc1nc(CN2CC(c3cccnc3)C2)no1	-4.6
COc1ccc(C2CCCCCN2C(C(=O)N(C)C)c2ccccc2)cc1 (centres undefined)	-4.0
Nc1cc(-c2ccc(C3(O)CCNCC3)cc2)c2cc[nH]c2n1	-14.1
Cc1nc(CNC(=O)CC(c2cccc(O)c2)c2ccccc2Cl)n[nH]1 (centres undefined)	-8.1
COC(=O)CCc1ccc(C=CC(=O)O)o1	17.3
CCC(C)NC(=O)C1C(c2ccc(NC(=O)C(C)C)cc2)OC(=O)N1Cc1cccc(C)c1 (centres undefined)	-10.2
CN(C)CC1(O)CCN(C(=O)CCc2ccc3c(c2)OCO3)C1 (centres undefined)	-24.4
COc1ccc(S(=O)(=O)N2CCC(CCc3ccccc3)CC2)cc1OC	9.4
Cc1nn2cc(Cn3ccnc3-c3nc[nH]c3C)nc2s1	9.6
OCC1(Cc2ccccc2C(F)(F)F)CCN(c2ccc(Cl)cn2)CC1	-8.2
Cc1cccc2nc(CSc3nnnn3C3CC3)cc(=O)n12	-2.0
CCn1c(=S)[nH]c2sc3c(c2c1=O)CCCC3	-9.2
Clc1ccc(C2(c3nnc(SCc4ccccn4)o3)CCC2)cc1	-1.5
O=C1COCc2cc(-c3cnc4ccccc4c3)ccc2N1CC1CC1	-6.0
O=c1cc(CN2C[C@@H]3C4CCC(CC4)[C@@H]3C2)[nH]c(=O)[nH]1	-27.1
COCC1(C(=O)N(Cc2nccn2C)C2CC2)CCC1	-6.9
CC(C)Cc1cc(CNC2CCCCCC2)no1	-8.0
CC(NC(=O)C1CCCc2ccccc21)c1ccccn1 (centres undefined)	3.4
NC(=O)c1ccc(NC(=O)c2cc(Cl)ccc2F)cc1	-9.8
CN1C(=O)COCc2cc(-c3ccncc3)ccc21	-9.4
O=C(O)[C@H]1C[C@@H](O)CCN1C(=O)CCN1CCCCO1	-0.5
CC(C)(NCCCNS(C)(=O)=O)c1cccc(C(F)(F)F)c1	-5.4
NS(=O)(=O)c1ccc(NS(=O)(=O)c2ccc(Cl)cc2)cc1	-4.8
CCOc1ccc(N2C(=O)N(c3ccccc3C)C3CS(=O)(=O)CC32)cc1 (centres undefined)	-3.8
N#Cc1c(Cl)nsc1N1CCC(C(=O)NCCc2ccccc2F)CC1	-0.5
COC(=O)[C@@H]1C[C@@H](NC(=O)c2cccc3cnccc23)CN1C	-0.3
CC(OCC(F)(F)F)C(=O)Nc1cnn(C)c1 (centres undefined)	-2.7
C=CCn1c(C)cn2c3c(=O)[nH]c(=O)n(C)c3nc12	-5.9
CSCC(CCO)Nc1ccnc2cc(F)ccc12 (centres undefined)	-8.1
Cc1ccccc1OCC(=O)Nc1ccc2c(c1)CCC(=O)N2CCC(C)C	-9.6
CC1NC(=S)N(Cc2ccccc2)C1=O (centres undefined)	7.1
Nc1ccc(Cl)c(S(=O)(=O)Nc2ccc(Br)cc2)c1	-1.3
COCCN=c1scc(-c2ccc(Br)cc2)n1N=Cc1ccc(OC)c(O)c1	-37.8
c1ccc2c(c1)N1CCCN2c2nnc(N3CCCC3)cc21	-5.7
O=C1OC(c2ccc(Br)cc2)=N/C1=C\C(Cl)=C\c1ccccc1	-10.4
Cc1cccnc1CNC(=O)CCc1ccccc1	-15.5
CC1=C(C(=O)OC2CCCCCC2)C(c2cccc3ccccc23)NC(=O)N1 (centres undefined)	-7.3
C#CCO/N=C1\CCCc2nonc21	-4.4
Cn1nnnc1SCc1nc2ccccc2o1	-9.4
NC1CCN(c2nc(-c3ccccc3)nc3c2CCNC3)C1 (centres undefined)	-41.5
NC1CCN(c2ccccc2C(=O)NCCN2CCCCC2)CC1	-4.3
O=C(NC1CCC(n2cnnc2)CC1)c1cn2ccsc2n1 (centres undefined)	-2.2
Cc1cc(OCc2nnc(/C=C/c3ccccc3)o2)ccc1Br	-5.4
NC(=O)Cc1ccccc1NC(=O)N1CCc2c(F)ccc(F)c2C1	-10.2
COc1ccc(CC(=O)NCC2CCCN(Cc3cn(C)c4ccccc34)C2)cc1 (centres undefined)	-8.3
CC1CCCCN1C(=O)c1ccc(NC(=O)c2ccsc2)cc1Cl (centres undefined)	-10.0
FC(F)(F)c1cc(Cl)c2nc(CSC3CCCCC3)cn2c1	-0.9
CC1c2cccn2CCN1C(=O)c1ccc(Cn2ccnc2)o1 (centres undefined)	-5.4
CC(C)(Oc1ccc(Cl)cc1)C(=O)OCCNC(=O)c1cccnc1	0.0
CC(=O)NCC(=O)NCc1nc(Cc2ccc(Cl)cc2)no1	-3.3
CCn1c(=S)[nH]c2sc(C)c(C)c2c1=O	-3.2
O=C1c2ccc([N+](=O)[O-])cc2C(=O)N1CNc1ccc2c(c1)oc1ccccc12	-5.7
Cc1csc(CNC(=O)c2c(C)noc2C(C)C)n1	-3.6
O=c1nc2n(c3c(Br)cc(Br)cc13)CCS2	-7.8
O=c1cc2ncc(-c3[nH]ncc3[N+](=O)[O-])cn2[nH]1	4.2
CN(C)CCC1CN(C(=O)c2ccc(Cl)c(F)c2)CCO1 (centres undefined)	-14.5
Cc1csc(C(C)(C)NC(=O)CCc2cccnc2)n1	-2.3
Cc1ccc(CN2C(=O)COCc3cc(-c4cccc(O)c4)ccc32)cc1	-14.7

The final 6 entries of the part above open the next one:
SMILES	mcGAS RapidFire
Cc1csc(CNC(=O)c2c(C)noc2C(C)C)n1	-3.6
O=c1nc2n(c3c(Br)cc(Br)cc13)CCS2	-7.8
O=c1cc2ncc(-c3[nH]ncc3[N+](=O)[O-])cn2[nH]1	4.2
CN(C)CCC1CN(C(=O)c2ccc(Cl)c(F)c2)CCO1 (centres undefined)	-14.5
Cc1csc(C(C)(C)NC(=O)CCc2cccnc2)n1	-2.3
Cc1ccc(CN2C(=O)COCc3cc(-c4cccc(O)c4)ccc32)cc1	-14.7
Cn1c(SCC2NS(=O)(=O)N=C3CCCCCN32)nnc1-c1ccccc1 (centres undefined)	0.3
CC(=O)N1CCCN(c2ccncc2N)CC1	-1.6
CC(=O)c1ccc2c(c1)N(Cc1cccc(F)c1)C(=O)C(C)S2 (centres undefined)	-2.2
NCc1nc(-c2cccc([N+](=O)[O-])c2)no1	-4.8
CCOc1ccc(N2CCN(CC(=O)NCCCN3CCCC3=O)C2=O)cc1	-5.7
O=C(CNc1ccccc1Cl)Nc1c(O)cccc1F	10.3
CCc1nccn1CCCN1CC(C(=O)O)CC1=O (centres undefined)	-16.7
CCCN(Cc1cccnc1)Cc1cccn1-c1ncccn1	-5.4
CN(CCn1nc2ccccn2c1=O)Cc1ccsc1	-13.5
Cc1c(C(=O)N2CCCCC2C(N)=O)oc2ccc(Br)cc12 (centres undefined)	0.8
Cc1[nH]cnc1CSCCNC(=O)[C@@]12CNC[C@@H]1CN(C)C2	-6.0
CSC1CCC(NC(=O)N2CCC(CO)CC2)C1 (centres undefined)	-6.0

Laid out differently: 5 of the compounds above.
Compound | mcGAS RapidFire
CC(=O)N1CCCN(c2ccncc2N)CC1 | -1.6
CC(=O)c1ccc2c(c1)N(Cc1cccc(F)c1)C(=O)C(C)S2 (centres undefined) | -2.2
NCc1nc(-c2cccc([N+](=O)[O-])c2)no1 | -4.8
CCOc1ccc(N2CCN(CC(=O)NCCCN3CCCC3=O)C2=O)cc1 | -5.7
O=C(CNc1ccccc1Cl)Nc1c(O)cccc1F | 10.3

New compounds follow:
SMILES	mcGAS RapidFire
CC(C)(C)NC(=O)CC1(C(=O)O)CCCC1	-5.0
O=C(Nc1ccc(-c2nc3ccccc3o2)cc1)C1CCCN1C(=O)C1CC1 (centres undefined)	4.6
C=CCNC(=O)C(Cc1ccccc1)NC(=O)c1ccc(Cl)cc1Cl (centres undefined)	-2.0
CCCCCCc1cc2cc(-c3nnc(-c4ccc([N+](=O)[O-])cc4)o3)c(=O)oc2cc1OC(C)=O	-7.5
Cc1c(C(=O)NCc2cccc([N+](=O)[O-])c2)sc(=O)n1Cc1ccc(C(F)(F)F)o1	-6.2
BrC(/C=N\n1cnnc1)=C\c1ccccc1	-9.9
CCOCCOc1c(Cl)cccc1NC(=O)NCc1ccccn1	-0.8
CCc1nc2sc3c(NCC4CCCO4)ncnc3c2c2c1CCCC2 (centres undefined)	-21.4
CCC(=O)O[C@H]1CCC2C3CCc4cc(O)ccc4C3CC[C@@]21C (some centres undefined)	0.1
CN(C)S(=O)(=O)c1cccc(NC(=O)C2CC3CCC2C3)c1 (centres undefined)	-6.1
Cc1ccccc1OCC1CCCN(CCC(F)(F)F)C1 (centres undefined)	-2.9
COc1ccc(CN(C)C(=O)CN2CCN(CCO)CC2)cc1	-9.7
COc1cc(C=NN=Cc2cc(OC)c(O)c(OC)c2)cc(OC)c1O	-4.7
Cc1ccsc1/C=C/c1n[nH]c(=O)c2ccccc12	-11.0
CCOc1coc(C(=O)Nc2cccc(C)c2C)cc1=O	-8.5
Cc1cc(NC2CCCC(C(F)(F)F)C2)n2ncnc2n1 (centres undefined)	0.7
CNC(=O)NC(=O)C(OC(=O)CNC(=O)c1ccc(Oc2ccccc2)cc1)c1ccccc1 (centres undefined)	-4.3
CCCC(C)CN1CCC(n2cc(C3CC3)nn2)CC1 (centres undefined)	9.0
CCn1ccnc1CN1CCCC(C(=O)Nc2ccccc2-c2ccc(OC)cc2)C1 (centres undefined)	-7.3
CC(C)CCNC(=O)NC(=O)CSc1nc(N)cc(=O)[nH]1	-0.2
O=C(NC1(CN2CCOCC2)CCCCC1)C(=O)c1ccco1	-18.4
CS(=O)(=O)N1CCC(C(=O)Nc2ccccc2SCc2ccsc2)CC1	0.3
O=C(CSc1nnc(CNC(=O)c2ccco2)n1-c1ccc(F)cc1)Nc1ccccc1C(F)(F)F	-1.9
Cc1cc(=S)n2c([nH]c3ccccc32)c1C#N	16.7
FC(F)(F)Oc1cccc(Cn2cnnc2)c1	-10.7
Cn1cc(Br)c(C(=O)O)n1	-7.5
O=C(Nc1ccc(-n2cncn2)cc1)C1CC2CCC1C2 (centres undefined)	0.9
CC(/C=C1\N=C(c2ccccc2Br)OC1=O)=C\c1ccccc1	-2.6
Cc1n[nH]c(C)c1S(=O)(=O)Nc1ccc(-n2ccnc2C)c(F)c1	-4.1
CCOC(=O)C1(C)CCCCN1C(=O)c1ccc(F)c(Cl)c1 (centres undefined)	-2.0
CCC(C)n1nc(C)c2[nH]c(-c3c(C)cc(OC)c(OC)c3OC)nc21 (centres undefined)	5.0
O=C(O)c1cc2n(n1)CCN(Cc1ccc(Cl)c(Cl)c1)C2=O	0.6
COc1ccc(C2C(C#N)C(=N)SC(=N)C2C#N)c(OC)c1OC (centres undefined)	-0.4
CCN(CC)CCNC(=O)c1cc2ccccc2nc1Cl	0.9
C=C(C)Cn1c(CCNC(=O)Cc2ccccc2)nc2ccccc21	5.0
COc1cccc(C(=O)NCc2ccc3c(c2)OCCO3)c1OC	-14.1

The closing 2 entries of the part above lead into the next:
SMILES	mcGAS RapidFire
C=C(C)Cn1c(CCNC(=O)Cc2ccccc2)nc2ccccc21	5.0
COc1cccc(C(=O)NCc2ccc3c(c2)OCCO3)c1OC	-14.1
CC(=O)N1CCCC1C1CCCN1CC(=O)NCCC#N (centres undefined)	-2.1
CCc1ncc(CNCC(=O)OC)s1	-1.4
CCSc1nc(CC(=O)NCC2CCS(=O)(=O)C2)cs1 (centres undefined)	-9.5
Cc1nc2c(Cl)cccc2n1OCC(=O)NCCc1ccccc1	-37.0
CC(=O)Nc1ccc(C(F)(F)F)cc1NC(=O)c1ccc(NC2CC2)nc1	-0.2
CC(C)n1c(Br)nc2c1c(=O)n(C)c(=O)n2C	-7.4
O=C(Nc1ccc2c(c1)OCO2)c1sc(NC2CC2)nc1-c1ccccc1	-0.2
CC1Cc2cc(-c3cc(CC(=O)O)no3)ccc2O1 (centres undefined)	-21.3
CCCN(CC1CC1)S(=O)(=O)NCc1cccs1	4.3
O=c1c2c3c(sc2[nH]c(=S)n1C1CCCC1)CCC3	0.8
CC1(Cc2cccc(C(F)(F)F)c2)C(=O)Nc2cc(Cl)ccc21 (centres undefined)	-6.9
COC(=O)Cn1c(=O)c2c(nc3n2CC(C)CN3C2CCCCC2)n(C)c1=O (centres undefined)	-3.5
CCc1ccccc1NC(=O)C(C)N1C(=O)c2ccccc2S1(=O)=O (centres undefined)	-3.0
O=C(N=C1N=C2C=CC=CN2Cc2ccccc21)c1cc(F)c(F)c(F)c1F	-10.6
Cc1nc2ccccc2c(=O)n1C(C)C(=O)N1CCN(c2ncccn2)CC1 (centres undefined)	5.4
CC1CC(C)CN(Cc2csc(NC(=O)CNC(=O)c3ccccc3Cl)n2)C1 (centres undefined)	9.5
CC1=NC2=C(C(=O)CCC2)C(c2ccccc2[N+](=O)[O-])C1C(=O)OC1CCCCC1 (centres undefined)	3.8
O=C1CCC(C(=O)N2CCCCCCC2)CN1CCc1ccccc1 (centres undefined)	1.1
CSc1sc(C(=O)O)c(C)c1C(C)=O	-12.5
CCS(=O)(=O)NC1CCN(c2nc(C(F)(F)F)nc3sc(C)c(C)c23)CC1	-9.3
N[C@@H](C(=O)N[C@@H]1C(=O)N2C(C(=O)O)=C(CSc3cn[nH]n3)CS[C@H]12)c1ccc(O)cc1	59.2
NS(=O)(=O)CC1CCCN(CC(O)c2cccc(Cl)c2)C1 (centres undefined)	-6.7
Cc1cnc(C)c(N2CCN(Cc3cccc(Cn4cccn4)c3)CC2)n1	-17.3
COc1ccc(C2CC(c3ccco3)=Nc3ncnn32)cc1OC (centres undefined)	2.5
O=C(NCCCn1nc(-c2ccccc2)ccc1=O)c1ccc(F)cc1	9.5
c1ccc(Sc2ncnc3c2oc2ccccc23)nc1	-2.6

Source: PubChem (Fisher Drug Discovery Resource Center)
